PMI inhibitors = inhibitors of human PMI, primary screen, biochemical, fluorescence intensity, coupled assay (AID 1209); Mannose-6-phosphate isomerase (Homo sapiens); purified PMI enzyme, coupled fluorescence intensity; higher % means a stronger effect; one-dose inhibition, % at 20 µM; IC50 in µM for titrated hits; 190,000 compounds, 0.42% hits;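 also: plate controls were DMSO vehicle for no effect and wells lacking substrate for full effect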
HEK293 NOD2/NF-kB = NOD2 signaling inhibitors, cell-based, luminescence, uHTS, HEK293 (AID 1566); HEK293 NOD2/NF-kB luciferase reporter, luminescence; higher % means a stronger effect; inhibition, % at 4 µM, or EC50 in µM where a hit was titrated; 290,000 compounds, 0.63% hits; also: many of its hits are not listed in these tables
LYP phosphatase = inhibitors of LYP phosphatase, biochemical, fluorescence intensity, uHTS (AID 1779). Tyrosine-protein phosphatase non-receptor type 22 (Homo sapiens). recombinant LYP phosphatase, fluorescence intensity; higher % means a stronger effect. inhibition, % at 11.5 µM, or IC50 in µM where a hit was titrated. 290,000 compounds, 0.054% hits;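 also: plate controls were vehicle with enzyme for no effect and no enzyme for full effect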
TNAP activation fold = human TNAP enzyme activators, primary screen, biochemical, luminescent, no phosphate acceptor, uHTS (AID 1001) | Alkaline phosphatase, tissue-nonspecific isozyme (Homo sapiens) | purified TNAP, luminescent activation assay, no phosphate acceptor; higher activation fold means a stronger effect | one-dose activation fold at 20 µM; EC50 in µM for titrated hits | 200,000 compounds, 0.03% hits; in the data active = activation fold from about 3, or a potency from the dose series; inactive = the rest, 99 in 100 with activation fold below about 1.6; also: many of its hits are not listed in these tables
PMI inhibition = human PMI inhibitors, high substrate, primary screen, biochemical, fluorescence intensity, high mannose 6-phosphate (AID 1220) | inhibition, % at 20 µM; hits with a dose series show IC50 in µM | 190,000 compounds, 0.66% hits | recombinant PMI enzyme, coupled fluorescence intensity; higher % means a stronger effect | Mannose-6-phosphate isomerase (Homo sapiens)
KOR beta-arrestin-1 = KOR antagonists, beta-arrestin recruitment, cell-based, luminescence, uHTS (AID 1778); Kappa-type opioid receptor (Homo sapiens); KOR beta-arrestin recruitment, luminescence, antagonist mode; higher % means a stronger effect; inhibition, % at 10 µM, or IC50 in µM where a hit was titrated; 290,000 compounds, 0.091% hits; also: strong numbers were not always called active
XIAP displacement = XIAP antagonists, biochemical, IAP family, fluorescence polarization (AID 1018); E3 ubiquitin-protein ligase XIAP (Homo sapiens); XIAP BIR domain, fluorescence polarization peptide displacement; higher % means a stronger effect; displacement, % at 20 µM, or IC50 in µM where a hit was titrated; 200,000 compounds, 0.007% hits; in the data active = displacement above about 50%; also: a part of the inactive calls stands beside numbers as strong as those of hits
NOD1 NF-kB reporter = NOD1 signaling inhibitors, primary screen, cell-based, luminescence, uHTS (AID 1578) | NOD1-driven NF-kB luciferase reporter cells, luminescence; higher % means a stronger effect | one-dose inhibition, % at 4 µM; EC50 in µM for titrated hits | 290,000 compounds, 1% hits; in the data active = inhibition mostly above about 36%, no sharp cut-off; inactive = mostly below about 34%;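 also: HEK-293T reporter cells stimulated with the NOD1 agonist gamma-tri-DAP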
KOR beta-arrestin-2 = KOR agonists, beta-arrestin recruitment, primary screen, cell-based, luminescence, uHTS (AID 1777). Kappa-type opioid receptor (Homo sapiens). KOR beta-arrestin recruitment, luminescence; higher % means a stronger effect. activation, % at 10 µM, or EC50 in µM where a hit was titrated. 280,000 compounds, 0.02% hits; in the data active = activation above about 50%, passing the limit was not always enough; also: a part of the inactive calls stands beside numbers as strong as those of hits
* marks the source's active call; other numbers are inactive results; nt = no result given; [ ] = remark or other dose. Rule as the data show it, unless noted: active = inhibition above about 50%; inactive = the rest. A portion of the library; rates above refer to the full screens.

SMILES | PMI inhibitors | HEK293 NOD2/NF-kB | LYP phosphatase | TNAP activation fold | PMI inhibition | KOR beta-arrestin-1 | XIAP displacement | NOD1 NF-kB reporter | KOR beta-arrestin-2
N#Cc1sc2nc3c(c(-c4cccnc4)c2c1N)CCC3 | 6% | 8% | 0% | 1.2 | 4% | 18% | -4.6% | -10% | -4.5%
Cc1cc(C)n(-c2nc(SCC(=O)O)c3c4c(sc3n2)COC(C)(C)C4)n1 | nt | 5% | 0% | nt | nt | 6% | nt | -2% | -1.1%
COc1ccc(CCNC(=O)C2CCN(S(=O)(=O)c3ccc(OC)c(OC)c3)CC2)cc1 | 2% | -13% | -4% | 1.1 | -1% | 12% | -6.6% | 13% | -1.6%
CN(CCc1ccccn1)C(=O)CCC1CCCN(C(=O)c2n[nH]c3c2CCCC3)C1 (configuration not stated) | -1% | -7% | -6% | 0.3 | -6% | 18% | -2.3% | 11% | -0.6%
Clc1cccc(-c2nc3nc4ccccc4nc3n2Cc2ccco2)c1 | 12% | -25% | 0% | 1.1 | -1% | -10% | -4.4% | -41% | 3.9%
CCN1CCN(C(c2cccs2)C(C)NC(=O)c2ccccc2F)CC1 (configuration not stated) | 7% | 23% | 2% | 1.1 | 6% | -17% | -1.2% | -16% | -4.3%
O=[N+]([O-])c1cccc(S(=O)(=O)N/N=C/c2ccc(O)cc2)c1 | -39% | 3% | 3% | 1.1 | -55% | 1% | 0.6% | -29% | 0.3%
O=C(CCC(=O)Nc1ccccc1Cl)N/N=C1\CCCc2ccccc21 | 4% | 8% | -4% | 1.1 | 16% | -30% | -4.4% | -15% | 0.3%
c1ccc(CCn2c3ccccc3c3nnc(SCc4ccc5nonc5c4)nc32)cc1 | 1% | -14% | 0% | 1.1 | -5% | -22% | -1.7% | -1% | -8.6%
CC(=O)c1cccc(NC(=O)COc2ccc(S(=O)(=O)N3CCCCC3)cc2)c1 | 15% | -3% | -2% | 1 | 0% | 42% | -3.5% | 28% | 2.4%
CCNc1nc(=S)nc(NC(C)C)[nH]1 | 6% | 11% | -11% | 1 | 3% | -15% | -5.6% | 2% | -4.1%
O=C(CCc1nnc(CCCCc2ccccc2)o1)NCCn1cccn1 | nt | 15% | -5% | 1.1 | nt | 8%[20 µM] | -1.2% | -24% | nt
Cc1ccc(S(=O)(=O)N(C)C)cc1NC(=O)C(C)OC(=O)/C=C/c1cccs1 (configuration not stated) | nt | -13% | -3% | nt | nt | nt | nt | 7% | -3.6%
Cc1cccc(-c2nc(Nc3ccc(N4CCOCC4)cc3)c3ccccc3n2)c1 | 12% | 21% | -14% | 1 | 16% | -42% | -2.9% | 33% | 2.1%
CCCCn1cnc2c(sc3nc4c(cc32)CSC(C)(C)C4)c1=O | 10% | -82% | -6% | 1.2 | -5% | 24% | -5.3% | -67% | -1.9%
COc1ccc(-n2nnnc2SCc2nc(N)nc(N3CCOCC3)n2)cc1 | 2% | -57% | 5% | 1 | -1% | -22% | -3.6% | 7% | 2.7%
COc1ccccc1N1CCN(/N=C/c2cccc(OC)c2O)CC1 | 18% | -49% | -6% | 1 | 23% | -44%[20 µM] | -6.4% | 1% | -3.8%
Clc1cccc(CN2CCCCCC2)c1 | nt | 16% | -9% | nt | nt | -36%[20 µM] | nt | 20% | 6.4%
Cn1cc(/C=N/n2cnc3sc4c(c3c2=O)CCCC4)c2ccccc21 | 0% | -2% | 3% | 1 | 4% | -9% | -6.2% | -24% | 1.1%
Cc1ccc(-n2nc(C)c3c2OC(N)=C(C#N)C3c2cccs2)cc1 (configuration not stated) | -18% | -17% | 8% | 1 | -12% | -28% | -6.3% | 12% | 0.2%
CCCNC(=O)CC(NS(=O)(=O)c1ccc(NC(C)=O)cc1)C(C)C (configuration not stated) | -12% | 5% | -3% | 1.1 | -7% | 16% | -4.9% | -3% | -7.1%
COc1ccc(CCNC(=O)C23CCC(C)(C(=O)C2=O)C3(C)C)cc1OC (configuration not stated) | 2% | 30% | -9% | 1.1 | 3% | -25%[20 µM] | -18% | -10% | -0.2%
COc1cc(/C=N\NC(=O)c2cccnc2)ccc1OC(=O)c1ccccc1Cl | nt | 8% | -6% | nt | nt | 2% | nt | -3% | 1.5%
Cc1ccc(NC(c2ccccc2)c2nc3ccccc3[nH]c2=O)cc1 (configuration not stated) | nt | 11% | -3% | nt | nt | 5% | nt | 5% | 1.1%
COc1ccc(C2SCC(=O)N2Cc2ccccc2)cc1 (configuration not stated) | nt | -13% | -2% | nt | nt | 25% | nt | -11% | -2.7%
Cc1cc(=O)[nH]c(N/N=C/C(C)c2ccccc2)n1 (configuration not stated) | nt | 2% | -9% | nt | nt | 16% | nt | -1% | 7.4%
CCOc1ccc(OCCn2ccnc2)cc1 | -14% | 6% | -5% | 1 | -11% | -46% | -8.6% | 10% | 1.9%
Cc1cc(S(=O)(=O)NC2CCCCC2)ccc1-n1cnnn1 | 3% | 6% | -3% | 1 | 3% | 0% | -6.2% | -20% | 1.1%
CCCCCOC(=O)C1C2C=CC3(CN(c4ccccc4C)C(=O)C13)O2 (configuration not stated) | 2% | 0% | 6% | 1.1 | 3% | -21% | -2.4% | -15% | -3.5%
COc1ccc(OCc2n(CC(=O)OC3CC(C)CCC3C(C)C)c3ccccc3[n+]2C)cc1 (configuration not stated) | nt | 16% | -9% | nt | nt | 16% | nt | 12% | 3.9%
O=S1(=O)N=C(Oc2ccccc2)c2ccccc21 | -5% | 2% | 2% | 1.1 | -9% | -25% | -0.1% | -5% | 4.4%
COc1nccc(C(F)(F)F)c1C(=O)Nc1ccc(Cl)cc1 | nt | 20% | -7% | nt | nt | 7% | nt | -4% | -2.0%
N=c1c(C(=O)NC2CCCCC2)cc2c(=O)n3ccccc3nc2n1Cc1ccco1 | nt | 1% | -4% | nt | nt | 20% | nt | -40% | -1.7%
CCS(=O)(=O)N1CCN=C1SCc1ccccc1 | nt | 9% | -13% | nt | nt | 8% | nt | -15% | -0.9%
COc1cccc(-c2c(C(=O)N/N=C/c3ccco3)nnn2-c2nonc2N)c1 | nt | 9% | -9% | nt | nt | -25% | nt | -11% | -4.1%
CCOc1ccccc1NC(=O)CCn1ccnc1 | nt | -2% | -5% | nt | nt | 6% | nt | -10% | -5.1%
CC(=O)NCCC1CCN(c2nc3nonc3nc2N(C)Cc2ccccc2)CC1 | 4% | 3% | -4% | 1 | 0% | -20% | -2.6% | -25% | -4.7%
COc1ccc(S(=O)(=O)Nc2c3ccccc3nc(=O)n2-c2ccccc2)cc1 | -19% | 3% | 6% | 1.2 | -26% | -11% | -3.2% | -18% | -0.4%
CSc1cccc(NC(=O)C(C)Sc2ccc(C)cc2)c1 (configuration not stated) | 1% | 6% | -9% | 1.1 | -3% | 24% | -3.1% | 1% | -0.9%
CCOc1nc(-c2ccc(Cl)cc2)nc2ccccc12 | 5% | 0% | -7% | 1.1 | 1% | nt | -3.7% | -3% | 1.2%
COc1cccc(N/C(SCc2cccc([N+](=O)[O-])c2)=C(/C#N)C(N)=O)c1 | 10% | -9% | -1% | 1 | 7% | 1% | -5.7% | -40% | 0.5%
O=C(Cn1nnc2ccccc2c1=O)N[C@@H](Cc1ccccc1)C(=O)O | nt | 12% | -3% | nt | nt | 15% | nt | -10% | 1.9%
O=C(NC1CCCC1)C(=O)N(Cc1cccnc1)C(C(=O)NC1CCCC1)c1ccco1 (configuration not stated) | 1% | 15% | -10% | 1 | -1% | 30%[20 µM] | -6.6% | -20% | nt
CN1CCC(OC(=O)c2cccc(Br)c2)CC1 | 9% | 6% | 0% | 1.1 | 0% | 16% | -4.4% | -31% | -3.9%
O=C(Nc1ccccc1O)c1cccc(S(=O)(=O)N2CCOCC2)c1 | nt | -19% | -7% | 1 | nt | -9%[20 µM] | -2.4% | 21% | nt
CCCC(=O)Nc1c2c(nc3ccccc13)N(c1ccccc1)CC2 | -4% | -4% | -9% | 1.2 | -4% | -2% | -5.2% | -10% | -6.8%
CN(C)c1ccc(P(=O)(OCc2ccccc2)C(O)c2ccncc2)cc1 (configuration not stated) | 0% | 2% | -6% | 1.1 | -5% | -4% | -0.8% | -24% | -0.2%
CC(NC(=O)/C(C#N)=C/c1cn(-c2ccccc2)nc1-c1ccc(F)cc1)c1ccccc1 (configuration not stated) | -16% | 0% | 5% | 1.1 | -28% | 24% | 0.5% | -21% | 0.8%
CCOC(=O)CCc1c(C)c2ccc(OC(C)C(=O)OCC)c(C)c2oc1=O (configuration not stated) | 12% | 6% | -1% | 1.1 | 12% | 56% | -1.6% | -17% | -2.9%
O=C(Nc1ccon1)Nc1ccc(Cl)cc1Cl | nt | -19% | -7% | nt | nt | -2% | nt | -11% | 0.8%
C/C(=N/OCC(=O)NCCCCCCNC(=O)CO/N=C(/C)c1cccs1)c1cccs1 | 8% | 4% | -2% | 1.1 | 3% | 0% | 3.5% | -3% | 18%
CCOc1cc(/C=C2\SC(N)=NC2=O)ccc1O | nt | -2% | 2% | nt | nt | 32% | nt | 33% | -2.7%
CN(C(=O)CCl)C1CCCc2ccccc21 (configuration not stated) | -25% | -20% | -1% | 1 | -5% | -20% | -6.3% | 56%* | 12%
CCOC(=O)Cc1cnc(NC(=O)CSc2nc(C)c(CC)c(=O)[nH]2)s1 | -9% | 10% | 3% | 1.1 | -10% | -12% | -7.8% | -29% | 0.9%
CCCNC(=O)c1cccc(C(F)(F)F)c1 | 3% | 5% | -11% | 1.1 | -1% | -16% | 1.1% | 5% | -5.3%
CC1CC(OCC(O)CN2CCN(Cc3ccccc3)CC2)CC(C)(C)C1 (configuration not stated) | -30% | 0% | -4% | 1.1 | -29% | 28% | -0.3% | -17% | 6.4%
CCc1nccn1C(=O)c1cnn2c(C(F)F)cc(-c3ccc(C)cc3)nc12 | 11% | 30% | -1% | 1.1 | -3% | -12% | -1.4% | -13% | 0.0%
CCN1CCCC1CNC(=O)c1ccc(Sc2ccc(F)cc2)c([N+](=O)[O-])c1 (configuration not stated) | 9% | -19% | -2% | 1.1 | 0% | -30% | -2.2% | -41% | -5.5%

Part of the list above in a different format.
molecule	PMI inhibitors	HEK293 NOD2/NF-kB	LYP phosphatase	TNAP activation fold	PMI inhibition	KOR beta-arrestin-1	XIAP displacement	NOD1 NF-kB reporter	KOR beta-arrestin-2
CCOC(=O)Cc1cnc(NC(=O)CSc2nc(C)c(CC)c(=O)[nH]2)s1	-9%	10%	3%	1.1	-10%	-12%	-7.8%	-29%	0.9%
CCCNC(=O)c1cccc(C(F)(F)F)c1	3%	5%	-11%	1.1	-1%	-16%	1.1%	5%	-5.3%
CC1CC(OCC(O)CN2CCN(Cc3ccccc3)CC2)CC(C)(C)C1 (configuration not stated)	-30%	0%	-4%	1.1	-29%	28%	-0.3%	-17%	6.4%

Two compounds from above, showing only HEK293 NOD2/NF-kB:
SMILES | HEK293 NOD2/NF-kB
CCOc1cc(/C=C2\SC(N)=NC2=O)ccc1O | -2%
CN(C(=O)CCl)C1CCCc2ccccc21 (configuration not stated) | -20%

Source: PubChem BioAssay
